OXTR potentiator – potentiators of human oxytocin receptor | P30559 | AID 2445 | hit rate 0.061% among 320,000 | activation, % at 3 µM | CHO-OTR cells, Fluo-8 calcium fluorescence, potentiator mode; 0% = oxytocin EC15, 100% = EC100;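 active = activation above that plate's cutoff, the mean activation of tested compounds plus 3 SD, cut at about 6.6% in these data, passing the limit was not always enough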;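 note: 100% uses oxytocin at 75 nM as the full agonist control; some results filed as inactive read as strong as hits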
Target sequence (P30559 whole entry, looked up): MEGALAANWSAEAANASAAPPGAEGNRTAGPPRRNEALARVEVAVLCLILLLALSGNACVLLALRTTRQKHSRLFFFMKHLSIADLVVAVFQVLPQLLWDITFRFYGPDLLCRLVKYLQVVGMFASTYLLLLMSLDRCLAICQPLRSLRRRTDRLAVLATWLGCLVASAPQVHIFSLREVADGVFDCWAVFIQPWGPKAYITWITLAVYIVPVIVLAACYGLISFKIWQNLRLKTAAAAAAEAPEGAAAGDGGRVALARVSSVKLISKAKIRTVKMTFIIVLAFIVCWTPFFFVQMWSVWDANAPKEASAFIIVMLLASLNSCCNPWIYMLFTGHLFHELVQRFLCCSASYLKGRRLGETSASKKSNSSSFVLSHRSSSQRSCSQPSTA
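System: human OTR in CHO cells; Also added: sub-maximal oxytocin, roughly EC15; Timing: compound 6 min at room temperature before oxytocin, 100 s read; Technique: Fluo-8 intracellular calcium fluorescence, ex 470-495, em 515-575 nm; Controls: oxytocin EC15 low and EC100 high; Replication: singlicate.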
TAAR1 agonist – agonists of human TAAR1. Q96RJ0. CHO RD-HGA16 TAAR1, Fluo-8 calcium fluorescence; vehicle wells 0%, saturating PEA agonist 100%. activation, % at 3 µM. hit rate 0.99% among 360,000;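 active = activation above the mean activation of all test compounds in the run plus 3 SD, cut at about 38% in these data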
Target sequence (Q96RJ0 whole entry, looked up): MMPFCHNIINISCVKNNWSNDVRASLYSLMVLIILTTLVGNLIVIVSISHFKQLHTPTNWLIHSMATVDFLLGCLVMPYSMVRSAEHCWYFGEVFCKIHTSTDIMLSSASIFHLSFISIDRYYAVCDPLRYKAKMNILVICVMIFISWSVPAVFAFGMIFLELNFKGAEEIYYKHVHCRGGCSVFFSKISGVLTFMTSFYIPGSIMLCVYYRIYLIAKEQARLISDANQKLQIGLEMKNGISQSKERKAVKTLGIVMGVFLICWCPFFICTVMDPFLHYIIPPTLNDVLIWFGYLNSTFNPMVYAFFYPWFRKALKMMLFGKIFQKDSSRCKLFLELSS
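System: CHO RD-HGA16 cells carrying human TAAR1 plus Gα16; Incubation: 17-24 h seeding, 75 min 37 °C dye, 30 min RT; Measured by: Fluo-8 fluorescence, 5 s baseline then 140 s kinetic read; Control set: DMSO and PEA EC100; Replication: single well for each compound.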
M1 ag parental – M1 agonist counterscreen hit in parental CHO-K1 cells; Fluo-8 calcium fluorescence; scaled to maximal ATP response, vehicle zero; activation, % at 3 µM; hit rate 0.48% among 360,000; AID 602248; in the data active = activation above about 15%;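 note: untransfected CHO-K1 host cells lacking M1 receptor as counterscreen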
M1 ag – human M1 muscarinic receptor agonism. CHO-K1 hM1, Fluo-8 calcium fluorescence, agonist mode; 0% DMSO, 100% acetylcholine EC100. P11229. hit rate 0.33% among 360,000. activation, % at 3 µM;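 active = activation above the run's mean compound activation plus 3 SD, cut at about 16% in these data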;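 note: peak over basal fluorescence ratio within a 140 s kinetic read after compound addition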
CHO-K1 Ca PAM – counter-screen for M1 PAMs: effect in parental CHO-K1 cells. ATP EC20, Fluo-8 calcium fluorescence; 0% at ATP EC20, 100% at ATP max. activation, % at 3 µM. hit rate 0.02% among 360,000;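 active = activation above the run cutoff, the mean activation of all test compounds plus 3 SD, cut at about 40% in these data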;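 note: peak over basal fluorescence ratio in a 140 s read after ATP addition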
CHO-K1 Ca antag – M1 antagonist counterscreen hit in parental CHO-K1 cells. inhibition, % at 3 µM. AID 602250. ATP-induced calcium, Fluo-8 fluorescence. hit rate 0.6% among 360,000;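 active = inhibition above a per-plate cutoff, the plate's mean sample inhibition plus 3 SD, cut at about 24% in these data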;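 note: 0% = DMSO plus EC80 ATP and 100% = DMSO alone without ATP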
CHO parental Ca – counter-screen: ATP calcium response change in parental CHO cells; parental CHO-K1, ATP-induced calcium, Fluo-8 fluorescence; inhibition, % at 5.6 µM; hit rate 0.63% among 330,000; AID 463079;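 active = inhibition above that plate's mean sample inhibition plus 3 SD, cut at about 26% in these data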;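 note: 0% = ATP-challenged DMSO wells and 100% = DMSO wells without ATP; some compounds past the cut are filed as inactive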
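test system = CHO parental line | reagent = ATP stimulus | measured by = intracellular calcium via Fluo-8 no-wash fluorescent dye | control set = ATP and no-ATP DMSO wells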
V1aR counter – V1a receptor agonism, counter-screen for OXTR agonists; P37288; CHO-V1R cells, Fluo-8 calcium fluorescence, agonist mode; 0% DMSO, 100% 3 nM vasopressin; activation, % at 3 µM; hit rate 0.25% among 320,000;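 active = activation above the mean activation of all tested compounds plus 3 SD, per screening run, cut at about 20% in these data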;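 note: signal is peak over basal fluorescence ratio across a 100 second FLIPR read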
TAAR1 antag – human TAAR1 antagonism. Q96RJ0. CHO RD-HGA16 TAAR1, Fluo-8 calcium fluorescence, antagonist. inhibition, % at 3 µM. hit rate 1.5% among 360,000. AID 624466;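 active = inhibition above a per-plate cutoff, the mean inhibition of test compounds on that plate plus 3 SD, cut at about 49% in these data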;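 note: 0% = DMSO plus EC80 beta-PEA response and 100% = DMSO alone without agonist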
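Material: RD-HGA16 CHO cells with stable hTAAR1 and Gα16; Dosing: single nominal final test compound concentration of 3 µM; Schedule: seeding 17-24 h prior, 75-min 37 °C, 30-min RT dye loading; Detection: kinetic Fluo-8 calcium fluorescence measurement; Measure: % inhibition from peak post-agonist over basal fluorescence ratio; Benchmarks: vehicle and agonist controls.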
Starred values were filed as active, the others as inactive; . = no result given.

The opening 2 compounds as a preview:
SMILES	OXTR potentiator	TAAR1 agonist	M1 ag parental	M1 ag	CHO-K1 Ca PAM	CHO-K1 Ca antag	CHO parental Ca	V1aR counter	TAAR1 antag
COc1ccc(OC)c(S(=O)(=O)N2c3ccccc3CC2C)c1 (configuration not stated)	-10	0	0.4	-8	15	-15	-16	-0.1	-6
COc1cccc(/C=C/C(=O)OCC(=O)Nc2ccc3[nH]c(=O)[nH]c3c2)c1OC	2	4	6.5	0	-1	7	-7	0.9	24

The list itself, repeating the preview:
SMILES	OXTR potentiator	TAAR1 agonist	M1 ag parental	M1 ag	CHO-K1 Ca PAM	CHO-K1 Ca antag	CHO parental Ca	V1aR counter	TAAR1 antag
COc1ccc(OC)c(S(=O)(=O)N2c3ccccc3CC2C)c1 (configuration not stated)	-10	0	0.4	-8	15	-15	-16	-0.1	-6
COc1cccc(/C=C/C(=O)OCC(=O)Nc2ccc3[nH]c(=O)[nH]c3c2)c1OC	2	4	6.5	0	-1	7	-7	0.9	24
COc1ccc(C)cc1NC(=O)COC(=O)C1COc2ccccc2O1 (configuration not stated)	4	2	-0.1	-2	6	0	-5	0.9	5
Cc1cc(C)n(-c2ccc(C(=O)Nc3nnc(C)s3)cc2)n1	-8	22	0.1	0	-6	-6	-11	2.1	18
Oc1c(Br)cc(Br)cc1CNc1ccccn1	-4	-2	1.8	-5	23	-19	-8	-0.7	1
COc1ccccc1N(CC(N)=O)S(=O)(=O)c1ccc(C)cc1	-2	7	-0.4	-1	-4	-14	-9	0.5	-16
O=C(CSC1=NC(=O)C(c2ccccc2)C(=O)N1)Nc1ccccc1[N+](=O)[O-] (configuration not stated)	-20	6	0.0	-6	7	2	-7	1.6	-10
CCCCN(CC)c1nc(-c2ccncc2)nc2ccccc12	-14	9	1.2	-2	-1	15	-44	-1.6	47
O=C1c2ccccc2C(=O)N1CN(C(=O)COc1ccccc1)c1ccccc1	-5	6	2.8	0	16	-31	-27	3.4	4
Cc1ccc(N(CC(=O)Nc2ccc(-c3nc4ccc(C)cc4s3)cc2)S(C)(=O)=O)cc1	-4	1	0.3	3	19	-4	-4	0.1	-2
Cc1c(C(=O)NCc2cccs2)oc2ccc(Br)cc12	0	0	-0.3	-5	6	-1	-6	-1.0	-3
CC1(c2nnc(-c3cccc(Cl)c3)o2)CC(c2ccc(F)cc2)=NO1 (configuration not stated)	-9	6	-0.1	-4	-2	-9	-16	0.9	-15
Cc1ccc(NC(=O)CSc2ccccc2)cc1S(=O)(=O)N1CCCCC1	-11	10	5.0	-1	-2	4	-1	7.4	4
CCCCNC(=O)O[C@@H]1C[C@H]2CCC(=O)N3CC[C@@H](C1)[C@@H]23	-13	1	0.8	-3	10	-10	-12	0.4	3
COc1ccc(C(=O)Nc2ncccc2C)cc1S(=O)(=O)N1CCOCC1	-3	1	0.4	-3	10	5	-14	0.9	-12
Nc1nc(SCc2ccccc2)n[nH]1	-9	6	2.7	-1	3	0	-10	0.8	-2
CC(=O)Nc1ccc(S(=O)(=O)NCc2ccc(C(=O)NCCCN3CCC(C)CC3)cc2)cc1	1	1	0.1	-5	-13	9	-2	0.9	-11
CC(=O)Nc1ccc(S(=O)(=O)N2CCN(Cc3cccc([N+](=O)[O-])c3)CC2)cc1	-12	4	0.5	-3	-11	10	-10	5.4	6
CNC(=O)C[C@H]1C(=O)N(Cc2ccccc2)C[C@@H]1CSC	.	1	0.2	-1	-7	13	.	.	-4
COc1ccc(/C=N/NC(=O)c2[nH]c3ccc(Cl)cc3c2-c2ccccc2)c(C(=O)O)c1OC	-4	2	4.2	-5	8	-2	-15	0.1	-10
O=C(Nc1cccnc1)C1CCN(S(=O)(=O)c2cccs2)CC1	-2	2	0.8	-5	11	-8	-1	0.5	7
O=S(=O)(Nc1cccnc1)c1cccc(C(F)(F)F)c1	-6	6	0.7	-3	4	-4	-7	1.4	-1
O=C(NNC(=O)c1cc2ccccc2cc1O)Nc1ccccc1F	-11	4	5.8	2	-14	1	10	5.5	-14
CCOC(=O)c1c(S(=O)(=O)N2CCCC(C)C2)c(C)n(C)c1C (configuration not stated)	-8	1	-0.2	-3	-14	7	-2	-0.2	-17
Cc1cc(C)c(CN2CCN(C(=O)CC[C@H]3O[C@@H](n4cnc5c(NC(=O)c6ccccc6)ncnc54)[C@H](O)[C@@H]3O)CC2)c(C)c1	.	-1	-0.7	-5	-5	-12	.	.	-8
CCOc1ccc(NC(=O)/C(C=Nc2ccccc2)=C(\C)O)cc1	-7	0	-1.1	-7	3	-12	-23	0.1	-6
COc1cc(OC)cc(C2=Cc3ccc(OC)cc3C(CC(C)=O)N2c2ccc(C#CC3(O)CCCCC3)cc2)c1 (configuration not stated)	.	7	1.3	.	28	-13	.	.	-6
Fc1ccccc1C1CC(c2ccco2)=Nc2ccccc2S1 (configuration not stated)	-8	-1	0.5	-3	7	-6	4	0.7	-36
COc1cc(/C=C/C(=O)O)cc(S(=O)(=O)N2CCc3ccccc3C2)c1OC	-9	4	3.8	-4	21	-2	-20	-0.4	13
O=C(N/C(=C\c1ccco1)C(=O)N1CCOCC1)c1ccco1	-12	3	0.2	0	15	-5	-13	0.3	-1
O=C1CC(Nc2ccc(N3CCOCC3)cc2)C(=O)N1CCc1ccccc1 (configuration not stated)	-20	12	2.6	4	11	-1	-5	7.0	21
CC(C)(c1ccccc1)c1ccc(OCCN2CCCC2)cc1	-3	17	1.9	-8	13	-6	3	2.8	3
CC(C)(CNC(=O)CCNC(=O)c1ccc(Br)cc1)N1CCOCC1	-5	2	0.0	-2	-25	13	-1	-0.7	-30
Cc1cccc(NC(=O)Cc2coc3ccc4ccccc4c23)n1	-5	9	1.1	-6	21	-16	-34	-0.7	3
O=C(NC1CCCCC1)c1c2c(nc3ccccc13)CCC2	-13	5	0.0	-5	12	-5	1	-1.6	1
CCC1CCCCN1C(=O)CNCC1CCCO1 (configuration not stated)	5	-3	1.3	-4	33	-11	0	0.0	-5
CCN(CC)c1nc(C)c(C(=S)Nc2cc([N+](=O)[O-])ccc2Cl)s1	-7	2	1.4	0	17	-10	1	6.4	-2
Cc1ccc(C(=O)NCC(=O)OCc2cccc(Br)c2)cc1	5	-3	0.3	-5	12	-1	-8	-1.8	-31
COCCCNC(=O)CSc1nc2cc(C(=O)NCCOC)ccc2c(=O)n1Cc1ccc2c(c1)OCO2	-2	4	0.2	-5	-11	-5	-18	-0.5	-7
Cc1onc(-c2ccccc2)c1C(=O)N1CCC(C)(C(=O)NS(=O)(=O)C2CC2)C1 (configuration not stated)	.	5	0.7	1	2	-6	.	.	-20
CC(=O)c1ccc(OCC(O)Cn2nnc3ccccc32)cc1 (configuration not stated)	-3	4	1.0	0	6	-11	-12	0.3	7
CCOC(=O)Cn1c(=O)oc2cc(S(=O)(=O)N3CCn4c3nc3ccccc34)ccc21	-3	-1	-0.6	-3	-11	-1	-11	0.5	-1
CCN(CC)C(=O)COc1cc(C)c(Cl)c(C)c1	-9	3	1.9	1	13	-18	-2	0.4	-23
CCN(CC)C(=O)C1CCN(S(=O)(=O)c2ccc(-n3cnnn3)cc2)CC1	-13	0	1.6	-1	11	-16	-8	0.3	0
CC(C)C[C@@H](CO)N1CCN(CCc2ccccc2)CCC1=O	7	12	-0.2	-11	2	-7	-10	1.6	-28
O=C(NNC(=O)c1ccccc1)C(=O)N1CCCCC1	-3	5	-0.1	-1	6	9	-9	1.7	-1
Cc1nn(C)c(C)c1CN(C)S(=O)(=O)c1ccc2ccccc2c1	-21	7	11	7	7	25*	38*	10	23
S=C(NCc1cccs1)Nc1cccc(Cl)c1	-7	.	7.6	-2	-12	-4	-12	5.5	.
CC1=C(C(=O)N2CCCC(CCC(=O)NCc3ccc(F)c(F)c3)C2)OCCO1 (configuration not stated)	-3	0	0.7	-3	11	-19	-22	1.4	-30
Cc1ccc2cc(CN(CCCO)S(=O)(=O)c3cccc4nsnc34)c(=O)[nH]c2c1C	-2	18	8.5	0	8	-46	-26	1.2	9
O=C(NNC(=S)Nc1ccc(Cl)cc1)c1ccccc1OC(F)F	-13	9	7.2	-2	5	-6	-12	8.4	11
Cc1cc([N+](=O)[O-])ccc1NC(=O)CSc1nnc(C)n1C	-16	0	0.4	4	15	-16	8	0.7	-8
CCn1nc(C)c(/C=N/NC(=O)c2nc3nc(C)cc(C)n3n2)c1C	-7	2	-0.5	7	-6	-6	-8	0.1	-31
CC(=O)Nc1ccc2oc(-c3ccccc3)nc2c1	-7	1	0.0	-1	-14	1	-6	0.0	6
COc1ccc(N2CCN(C(=O)CNC(=O)Cc3ccccc3)CC2)cc1	2	1	-0.5	8	-5	14	2	-0.2	-20
Cc1ccc(S(=O)(=O)Nc2ccc(O)c(Sc3ncn[nH]3)c2)cc1	-18	7	5.9	-9	18	6	-4	0.6	-31
COc1ccccc1NC(=O)CSc1nnc2ccc(-c3ccccn3)nn12	3	1	-0.2	-3	3	-1	-11	0.3	-20
COc1ccccc1NC(=S)NCCc1c[nH]c2ccccc12	-17	8	1.8	-3	8	-8	13	4.9	12
O=C(O)CCCNC(=O)/C(=C\c1ccc(Cl)cc1)NC(=O)c1ccccc1Br	2	5	0.2	-9	31	-13	-14	1.8	0
C=CCN1C(=O)N(c2ccccc2)C(=O)C1CC(=O)Nc1ccc(OC)cc1 (configuration not stated)	-11	0	-0.7	0	-20	15	-2	1.0	-9

As entered above.
For TAAR1 agonist, C=CCN1C(=O)N(c2ccccc2)C(=O)C1CC(=O)Nc1ccc(OC)cc1 (configuration not stated) is listed with 0
For CHO parental Ca, O=C(NNC(=S)Nc1ccc(Cl)cc1)c1ccccc1OC(F)F is listed with -12
For CHO parental Ca, CC(=O)Nc1ccc2oc(-c3ccccc3)nc2c1 is listed with -6
For OXTR potentiator, S=C(NCc1cccs1)Nc1cccc(Cl)c1 is listed with -7

(listing goes on)
SMILES	OXTR potentiator	TAAR1 agonist	M1 ag parental	M1 ag	CHO-K1 Ca PAM	CHO-K1 Ca antag	CHO parental Ca	V1aR counter	TAAR1 antag
Cc1ccc(C(=O)CCC(=O)N2CCN(C(=O)c3ccco3)CC2)cc1	-4	4	0.1	-5	-4	6	-18	0.4	-5
CCCN(C(=O)/C=C/c1ccc(S(=O)(=O)N(CC)CC)cc1)C1CCS(=O)(=O)C1 (configuration not stated)	-3	2	0.8	-6	8	-8	-6	1.3	-8
O=C(O)Cc1ccc(NC(=O)Nc2cccc(Cl)c2)cc1	-3	1	-0.3	-7	11	-4	8	-0.2	-2
CN(CC(=O)Nc1ccc(Cl)cc1)S(=O)(=O)c1ccc2c(c1)n(C)c(=O)c(=O)n2C	-2	7	0.5	-2	21	-3	17	-0.2	-2
CC(=O)Nc1c(-c2cc(=O)oc3cc(C)ccc23)oc2ccccc12	.	0	0.8	-4	0	-13	.	.	-18
